bIAP act – increases bovine intestinal alkaline phosphatase activity; 0.17% of 200,000 active; purified bovine IAP, CDP-star luminescence, 30 min; hits give high values; fold of DMSO-control signal, blank-subtracted; activation factor at 20 µM;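 active = activation factor of 2 or more at 20 µM, a signal rise over negative controls twice the positive control's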
HMGR II inh – E. faecalis class II HMG-CoA reductase inhibition. purified E. faecalis HMGR, NADPH absorbance 340 nm kinetic. 0.41% of 190,000 active. inhibition, % at 10 µM;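 active = inhibition above a set limit, the median over all tested compounds plus 3 SD, cut at about 9.5% in these data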;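 note: enzyme runs in reverse so mevalonate oxidation gives rising NADPH absorbance; 0% = complete reaction with DMSO and 100% = background rate lacking mevalonate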
TNAP inh no acc – blocks human TNAP activity with no phosphate acceptor present | purified TNAP, CDP-star luminescence, 30 min | inhibition, % at 20 µM | 0.26% of 200,000 active | AID 1012;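 active = tissue-nonspecific alkaline phosphatase inhibition above about 50% at 20 µM in the single-dose screen, limit read from the data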;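 note: 0% = DMSO negative control and 100% = EDTA positive control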
Target sequence (P05186 whole entry, looked up): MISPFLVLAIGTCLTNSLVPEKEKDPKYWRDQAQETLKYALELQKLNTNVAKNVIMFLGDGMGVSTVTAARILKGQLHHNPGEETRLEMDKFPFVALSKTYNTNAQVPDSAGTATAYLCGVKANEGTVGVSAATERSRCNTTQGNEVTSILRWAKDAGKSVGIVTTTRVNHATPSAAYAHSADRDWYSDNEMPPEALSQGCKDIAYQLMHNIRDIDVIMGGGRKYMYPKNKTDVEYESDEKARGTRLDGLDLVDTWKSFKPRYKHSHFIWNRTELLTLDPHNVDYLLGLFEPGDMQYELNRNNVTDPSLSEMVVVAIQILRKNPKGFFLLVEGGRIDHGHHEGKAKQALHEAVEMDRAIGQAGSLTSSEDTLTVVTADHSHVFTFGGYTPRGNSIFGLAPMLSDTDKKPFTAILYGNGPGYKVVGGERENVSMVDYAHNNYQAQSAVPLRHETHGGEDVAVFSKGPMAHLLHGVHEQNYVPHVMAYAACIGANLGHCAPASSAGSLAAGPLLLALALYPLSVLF
TNAP act hiacc – increases human TNAP activity under high phosphate acceptor concentration; P05186; purified TNAP, CDP-star luminescence, 1 M DEA, 30 min; hits give high values; 0 = EDTA background, 1 = DMSO-only activity; activation factor at 20 µM; 200,000 tested, under 10 active; AID 1136;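 active = activation factor at least 2 at 20 µM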
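Dosing: 20 µM single point. System: human TNAP. Amount: TNAP 1/800 final. Incubation: 30 min, room temperature. Read-out: TNAP activation factor scaled between EDTA and DMSO control wells. Signal: luminescence from CDP-star hydrolysis. Medium: 1 M DEA, pH 9.8, Mg2+, Zn2+. Control set: EDTA negative control, DMSO positive control.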
PPARg SRC-2 ag – PPARgamma-driven SRC-2 recruitment agonism | P37231 | PPARgamma LBD-SRC-2 recruitment, biochemical | activation, % at 8 µM | 0.34% of 200,000 active | AID 1032; in the data active = activation above about 22%;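 note: 0% = vehicle and 100% = reference agonist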
Target sequence (P37231 whole entry, looked up, the tested form may be a part): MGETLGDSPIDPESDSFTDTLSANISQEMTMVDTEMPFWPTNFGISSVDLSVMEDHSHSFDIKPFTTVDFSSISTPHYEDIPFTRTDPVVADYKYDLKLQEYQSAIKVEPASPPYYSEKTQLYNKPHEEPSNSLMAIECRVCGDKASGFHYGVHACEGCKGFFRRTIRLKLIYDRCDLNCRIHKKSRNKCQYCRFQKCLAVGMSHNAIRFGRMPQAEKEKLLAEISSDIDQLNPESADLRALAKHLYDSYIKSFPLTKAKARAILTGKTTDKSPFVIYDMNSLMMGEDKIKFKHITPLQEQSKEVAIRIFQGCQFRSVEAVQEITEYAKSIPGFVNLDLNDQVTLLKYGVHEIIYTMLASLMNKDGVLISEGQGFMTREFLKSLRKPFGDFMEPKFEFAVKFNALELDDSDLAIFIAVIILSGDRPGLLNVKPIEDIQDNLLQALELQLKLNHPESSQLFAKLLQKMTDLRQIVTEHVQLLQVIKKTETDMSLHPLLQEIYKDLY
PPARg SRC1 recr – agonists of human PPARgamma SRC-1 coactivator recruitment; PPARgamma-SRC-1 coactivator recruitment biochemical assay; activation, % at 8 µM; 0.41% of 200,000 active; in the data active = activation above about 19%;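 note: 0% = DMSO and 100% = reference agonist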
TR-FRET SRC-2 ct – flags TR-FRET format artefacts in PPARgamma SRC-2 recruitment agonist screen | TR-FRET artefact counter-screen; hits give high values | TR-FRET ratio at 8 µM | 0.4% of 200,000 active; in the data active = TR-FRET ratio above about 2000; note: inactives centre near 1500
TNAP inh hi DEA – TNAP (human) inhibition, high acceptor; purified TNAP, CDP-star luminescence, 1 M DEA; 0.03% of 200,000 active; inhibition, % at 20 µM; P05186;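 active = over 50% inhibition of tissue-nonspecific alkaline phosphatase at 20 µM in the single-dose screen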;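 note: plate controls were DMSO wells for no effect and EDTA-quenched wells as full inhibition for full effect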
PPARg SRC-3 ag – agonists of human PPARgamma SRC-3 coactivator recruitment; 0.26% of 200,000 active; activation, % at 8 µM; AID 731; P37231; biochemical PPARgamma/SRC-3 coactivator recruitment assay; in the data active = activation above about 23%;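 note: 0% = DMSO and 100% = reference agonist; some compounds past the cut are filed as inactive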
bIAP inhibitor – intestinal alkaline phosphatase (bovine) inhibition; 190,000 tested, under 10 active; purified bovine IAP, CDP-star luminescence, 30 min; AID 1019; inhibition, % at 20 µM;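 active = over 50% inhibition of intestinal alkaline phosphatase at 20 µM in the single-dose screen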
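System: purified bovine intestinal alkaline phosphatase (IAP) enzyme; Input: IAP diluted 1/65,000,000 in the well; Measured by: CDP-star luminescence signal; Compound dosing: 20 µM single dose; Incubation: 30 min reaction at room temperature.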
Active calls of the source: *; · = no result given. An unsorted share of the library. About 1.6% of those tested had a hit in this group.

mol	bIAP act	HMGR II inh	TNAP inh no acc	TNAP act hiacc	PPARg SRC-2 ag	PPARg SRC1 recr	TR-FRET SRC-2 ct	TNAP inh hi DEA	PPARg SRC-3 ag	bIAP inhibitor
CC1(C)Cc2ccccc2-c2nc(-c3ccccc3)oc(=O)c21	0.9	0	3	1	6	1	1554	-2	-10	14
Cc1ccn(CC(=O)N2N=C(C(F)F)CC2(O)C(F)F)n1 (stereo not drawn)	0.9	0	-5	1	6	4	1653	-5	4	6
Cc1cccc(NC2=CC(=O)CC(C)(C)C2)c1C	1	-4	-9	1.1	-1	2	1607	-6	-1	-1
COc1cc(CO)cc(-c2cc(CO)cc(OC)c2OC)c1OC	1	-4	-4	1	1	-2	1540	4	-11	5
CCCSc1nc2c(c(=O)n1-c1ccc(OCC)cc1)SCC2	0.9	1	-9	1	10	11	1643	-4	6	11
C[C@@H]1C[C@H]2[C@@H]3CCC4=CC(=O)C=C[C@]4(C)[C@@]3(F)[C@@H](O)C[C@]2(C)[C@H]1C(=O)CO	0.9	5	-12	1.1	4	12	1569	-5	0	14
COc1cccc(-c2nnc(SCc3nc4ccccc4[nH]3)n2N)c1	1.3	-7	-2	1	1	2	1485	-3	-9	-34
Cc1cccc(N(C(=O)Cn2nnc(-c3ccccc3F)n2)C(C(=O)NC(C)(C)C)c2ccncc2)c1 (stereo not drawn)	1	-1	-6	1.1	-2	4	1481	-6	-1	-2
O=C(Nc1cccc2c1CCCC2)C1CCN(c2nnnn2-c2ccccc2)CC1	1	-1	-8	1.1	3	2	1530	-6	10	2
CSCC[C@H](NC(=O)C1CCN(S(=O)(=O)c2ccc(C)cc2)CC1)C(=O)NCC1CCCO1 (stereo partly drawn)	1.1	-3	-7	1.1	3	0	1293	-8	-10	-11
O=C(Nc1cccc(Cl)c1)Nc1nc(-c2ccccc2)cs1	0.4	-4	-8	1.1	-1	-7	1579	-11	-3	·
COc1ccc(NC(=O)c2cccc(S(=O)(=O)N3CCOCC3)c2)cn1	0.9	0	-24	1.1	6	8	1514	-8	1	6

Next section:
mol	bIAP act	HMGR II inh	TNAP inh no acc	TNAP act hiacc	PPARg SRC-2 ag	PPARg SRC1 recr	TR-FRET SRC-2 ct	TNAP inh hi DEA	PPARg SRC-3 ag	bIAP inhibitor
O=C(CSc1nnc(CNc2ccccc2)o1)N1CCc2ccccc21	1	-1	-12	1.1	2	-1	1456	-5	-5	-2
O=S(=O)(c1ccc(-c2nc3ccccc3s2)cc1)N1CCCC1	1.1	-2	-15	1.1	8	18	1704	-6	4	-13
Nc1ccc(S(=O)(=O)Nc2ccc(S(N)(=O)=O)cc2)cc1	0.7	2	-7	1	4	-1	1571	4	15	34
COc1ccc(C2(C(=O)Nc3ccc(OC)cc3OC)CCCC2)cc1	1	-1	-13	1.1	4	6	1501	-6	-1	-4
O=C1CCCN1CCC1CCN(C2CC(=O)N(c3ccc(F)cc3)C2=O)CC1 (stereo not drawn)	1.1	1	-6	1	2	-5	1620	2	1	-6
CCCCNCCOCCOc1ccc(C)cc1[N+](=O)[O-]	1	-2	-11	1	2	-1	1568	-2	-7	-4
COC(=O)c1ccccc1NC(=O)CN1CCC(n2nnc3cc(F)ccc32)CC1	0.9	-3	-8	1.1	2	9	1575	-6	7	6
Cc1ccccc1OCC(O)CN1CCN(CCN2C(=O)c3cccc4cccc(c34)C2=O)CC1 (stereo not drawn)	0.9	-3	10	0.9	6	4	1471	8	1	12
CC(=O)N1CCN(c2ccc([N+](=O)[O-])c(NCc3cccnc3)c2)CC1	0.8	-1	14	0.8	0	2	1574	17	3	20
COc1cc(C(=O)OCC(=O)c2c(N)n(C)c(=O)n(C)c2=O)ccc1OCCC(C)C	1.1	0	-5	1	9	9	1567	-1	2	-6
CCc1c(-c2ccccc2)nc(N)c(C#N)c1-c1cccs1	0.9	-4	-6	1	23*	6	1819	-4	10	5
COc1cccc(C(=O)NC2=NCCS2)c1	0.9	-2	-6	1	4	-2	1565	0	6	5

(cont.)
mol	bIAP act	HMGR II inh	TNAP inh no acc	TNAP act hiacc	PPARg SRC-2 ag	PPARg SRC1 recr	TR-FRET SRC-2 ct	TNAP inh hi DEA	PPARg SRC-3 ag	bIAP inhibitor
O=C(CSc1ccccn1)Nc1ccc(NC(=O)CSc2ccccn2)cc1	0.9	-2	-4	1	1	-4	1545	-4	4	6
C#CCSc1nnc(-c2ccc(C)cc2)o1	0.9	-2	-10	1	10	-5	1559	-3	6	11
CCCCN1C(=O)C2(NNc3ccccc3O2)c2ccccc21 (stereo not drawn)	2.7*	-6	-495	0.9	5	2	1658	5	11	-169
Cc1ccc(C(=O)OCCN(C)Cc2ccccc2)cc1	0.9	-1	-14	1.1	-6	2	1602	-8	-3	6
O=c1c2c3c(sc2nc2n1CCCCC2)C(O)CCC3 (stereo not drawn)	1	-2	-7	1.1	7	-4	1566	-6	3	3
Cc1ccc(-c2noc(CSc3nnnn3C3CCCCC3)n2)cc1	0.9	-8	-11	1.1	-2	-1	1642	-7	1	14
Cc1cc(C)cc(NC(=S)/N=C(\N)Nc2nc(C)c3ccccc3n2)c1	0.9	-2	-21	1	5	2	1570	-1	4	11
O=C(O)c1cccc(Cn2c(Cl)c(/C=N/NC(=O)c3ccccc3)sc2=O)c1	1	4	-10	1	1	5	1472	-4	0	2
COc1ccccc1N1CCN(C(=O)CN(C)S(=O)(=O)c2ccc3c(c2)c(=O)n(C)c(=O)n3C)CC1	1.2	2	-3	1	-10	2	1595	4	0	-17
Cc1ccc(C2C(C(=O)c3sc(C)nc3C)=C(O)C(=O)N2CCCN(C)C)o1 (stereo not drawn)	1	·	-6	1	·	·	·	1	·	2
CCCN(CC(=O)Nc1ccc(Cl)cc1Cl)C(=O)/C=C/c1cc(OC)ccc1OC	0.9	-3	-5	1	-5	-5	1543	-4	-5	12
C=CCN1C(=O)C2C(C(=O)NC)C3(C)C=CC2(O3)C1C(=O)NCc1ccc(OC)cc1 (stereo not drawn)	0.9	-2	-13	1	-6	3	1464	-2	0	11

Next structures.
mol	bIAP act	HMGR II inh	TNAP inh no acc	TNAP act hiacc	PPARg SRC-2 ag	PPARg SRC1 recr	TR-FRET SRC-2 ct	TNAP inh hi DEA	PPARg SRC-3 ag	bIAP inhibitor
Cc1ccc(CC(=O)Nc2ccc([N+](=O)[O-])cc2C)cc1	1	0	-4	1	17	5	1579	-1	4	2
COc1ccc2nc(SCC(=O)N(C)C3CCCCC3)c(C#N)cc2c1	1	-8	-7	1	7	12	1735	-2	17	-5
O=C(c1ccc(-n2cccc2)cc1)N1CCN(Cc2ccccc2)CC1	1	0	-5	1	-1	-7	1560	-4	7	-2
O=C(O/N=C(/c1ccccc1)c1ccncc1)c1ccccc1[N+](=O)[O-]	0.8	-3	-8	1.1	2	-2	1626	-7	0	18
COc1cc(OC)cc(C(=O)NC2CCN(Cc3nnnn3Cc3cccs3)CC2)c1	1.1	0	-17	1.1	12	0	1537	-8	10	-6
CC1=CN2CC(O)CN=C2C=C1 (stereo not drawn)	1	2	-8	1	5	2	1699	-1	4	4
NC(=O)Cn1c(=O)n(CCC(=O)NCCSCc2ccccc2)c(=O)c2ccccc21	1.1	-1	-4	1	-2	3	1427	-2	3	-8
COCCn1c(=NC(=O)/C=C/c2cccs2)sc2cc(NC(C)=O)ccc21	0.9	-8	-7	1	0	4	1509	-2	2	6
CCn1c(CNC(=O)c2ccc3c(c2)OCO3)nnc1SCC(=O)Nc1cc(C)ccc1OC	1	3	-8	1	10	5	1523	-4	4	-3
Cc1cc([N+](=O)[O-])cc2c1NC(=O)C2(O)N1CCCCCC1 (stereo not drawn)	0.9	-9	-8	1	6	2	1657	-2	1	15
CCCNCc1cc(OCC)c(OCC(N)=O)cc1Br	1.1	2	-10	1	2	-1	1644	-2	1	-6
CCOCCn1c(SCc2c(F)cccc2Cl)nc2c1c(=O)[nH]c(=O)n2C	0.9	-2	-10	1	12	-1	1570	0	8	11

(list continues)
mol	bIAP act	HMGR II inh	TNAP inh no acc	TNAP act hiacc	PPARg SRC-2 ag	PPARg SRC1 recr	TR-FRET SRC-2 ct	TNAP inh hi DEA	PPARg SRC-3 ag	bIAP inhibitor
CCOc1cc(N2CCOCC2)c(OCC)cc1NC(=O)CN1C(=O)C2CC=CCC2C1=O (stereo not drawn)	1	1	-5	1	5	3	1442	0	-1	-2
O=C(C(=C1NCCN1)n1cncn1)c1ccccc1	1.1	-7	-13	1.1	11	-1	1653	-6	5	-6
CCN(CC)CCN1CCn2c3c(c4cc(C)ccc42)CCCC31 (stereo not drawn)	0.7	-4	-19	1	8	7	1493	0	2	31
COc1ccccc1NCC(=O)N/N=C(\C)c1cccs1	0.8	-1	-5	1	-1	-11	1227	2	3	16
O=C(Nc1cccc(C(F)(F)F)c1)C1CCCCC1	0.5	2	-8	1	-4	-4	1479	-3	1	47
CCCCn1c(=O)[nH]c(=O)c2c1nc(COc1ccc(C#N)cc1)n2CCC	1	-3	-6	1	1	4	1494	-1	0	4
CCCCSc1nnc(-c2c[nH]c3ccccc23)n1C	0.9	0	-15	1	0	0	1463	-3	-8	13
C/C(Cl)=C\CNC(C)c1ccccc1 (stereo not drawn)	0.8	1	-4	1.1	-1	-5	1462	-8	-4	21
CCC(=O)NC(c1cccc([N+](=O)[O-])c1)c1c(O)ccc2ccccc12 (stereo not drawn)	1	0	-5	1.1	-1	0	1391	-8	5	1
COc1ccccc1N1CCN(Cc2cc(=O)n3ccsc3n2)CC1	1	5	7	1	-5	4	1387	4	12	-3
CCOc1ccccc1OCCOc1ccccc1OC(C)C	1	-1	-7	1	3	6	1520	-2	3	5
O=C(NCCCO)c1cc([N+](=O)[O-])cc2c1C=Cc1ccccc1O2	0.9	-8	-7	1	1	6	1382	-2	2	9

Next entries follow:
mol	bIAP act	HMGR II inh	TNAP inh no acc	TNAP act hiacc	PPARg SRC-2 ag	PPARg SRC1 recr	TR-FRET SRC-2 ct	TNAP inh hi DEA	PPARg SRC-3 ag	bIAP inhibitor
O=C(c1ccc(N2C(=O)C3CCCCC3C2=O)cc1)N1CCCCC1 (stereo not drawn)	1	-4	5	1	-6	2	1522	0	3	1
Cc1nc2ccc(S(=O)(=O)NC(C(=O)N3CCC(C)CC3)C(C)C)cc2s1 (stereo not drawn)	1	-4	10	1.1	5	2	1626	-10	12	2
O=C(NC1CCS(=O)(=O)C1)c1ccc(-c2ccc(Br)cc2)o1 (stereo not drawn)	1	-1	-2	1	15	18	1733	0	11	3
O=C(/C(=N\O)n1cncn1)c1ccc(Cl)cc1Cl	1	-1	-7	1	1	12	1549	0	1	-1
O=C(NCCN1C(=O)S/C(=C\c2ccccc2F)C1=O)C1CCN(S(=O)(=O)c2cccs2)CC1	1	-1	-4	0.9	7	2	1666	7	6	4
O=C(CSc1ccccc1)Nc1cccc(S(=O)(=O)N2CCCC2)c1	1	-7	-6	1	3	4	1609	-1	-2	1
COc1ccc(CCn2c(-c3cc([N+](=O)[O-])cc([N+](=O)[O-])c3)nc3nc4ccccc4nc32)cc1	0.9	-5	-7	1	-7	0	1356	3	-2	11
Cc1ccc(C)c(C(=O)COC(=O)c2ccccc2N2C(=O)C3C4CCC(C4)C3C2=O)c1 (stereo not drawn)	0.9	-5	9	1	7	5	1639	-3	15	6
CCN(CC)CCCN(Cc1cc2cc3c(cc2[nH]c1=O)OCO3)C(=O)Nc1ccccc1OC	1	-14	-12	1	-6	4	1506	0	6	-1

High-throughput results: PubChem BioAssay, several laboratories
